CHO-K1 Ca PAM: nonselective activator or artifact in parental CHO-K1 calcium assay; 360,000 compounds, 0.02% hits; ATP EC20, Fluo-8 calcium fluorescence; 0% at ATP EC20, 100% at ATP max; AID 602247; activation, % at 3 µM;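 active means activation above the run cutoff, the mean activation of all test compounds plus 3 SD, cut at about 40% in these data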;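 further: peak over basal fluorescence ratio in a 140 s read after ATP addition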
M5 ag: agonists of human muscarinic M5 receptor (CHRM5). P08912. CHO-K1 hM5 cells, Fluo-8 calcium fluorescence; 0% DMSO wells, 100% maximal acetylcholine response. activation, % at 3 µM. 360,000 compounds, 0.19% hits;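 active means activation above the run's mean over test compounds plus 3 SD, cut at about 23% in these data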;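 further: signal is peak over basal fluorescence ratio across the kinetic read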
CRFBP-R2 block: CRF-BP/CRF-R2 complex antagonism; 350,000 compounds, 0.59% hits; inhibition, % at 11.8 µM; AID 588475; HEK293 CRF-R2/CRF-BP, CRF-induced calcium fluorescence;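 active means inhibition of the ligand-induced calcium signal above about 50% at the single tested concentration, limit read from the data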
TAAR1 antag: human TAAR1 antagonism; Q96RJ0; CHO RD-HGA16 TAAR1, Fluo-8 calcium fluorescence, antagonist; inhibition, % at 3 µM; 360,000 compounds, 1.5% hits;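 active means inhibition above a per-plate cutoff, the mean inhibition of test compounds on that plate plus 3 SD, cut at about 49% in these data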;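 further: 0% = DMSO plus EC80 beta-PEA response and 100% = DMSO alone without agonist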
Target sequence (Q96RJ0 whole entry, looked up): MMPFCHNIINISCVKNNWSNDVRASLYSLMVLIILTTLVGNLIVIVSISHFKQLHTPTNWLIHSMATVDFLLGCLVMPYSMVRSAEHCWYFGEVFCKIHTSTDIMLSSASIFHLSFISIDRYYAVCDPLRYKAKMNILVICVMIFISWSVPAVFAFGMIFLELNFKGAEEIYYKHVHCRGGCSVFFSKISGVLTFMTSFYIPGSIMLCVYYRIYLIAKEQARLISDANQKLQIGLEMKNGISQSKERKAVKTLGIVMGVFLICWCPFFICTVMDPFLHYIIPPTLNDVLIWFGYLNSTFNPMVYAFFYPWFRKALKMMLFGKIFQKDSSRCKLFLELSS
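Material: RD-HGA16 CHO cells with stable hTAAR1 and Gα16; Dosing: single nominal final test compound concentration of 3 µM; Schedule: seeding 17-24 h prior, 75-min 37 °C, 30-min RT dye loading; Detection: kinetic Fluo-8 calcium fluorescence measurement; Measure: % inhibition from peak post-agonist over basal fluorescence ratio; Benchmarks: vehicle and agonist controls.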
M5 PAM: potentiates acetylcholine response at human M5 receptor. activation, % at 3 µM. CHO-K1 hM5, Fluo-8 calcium, ACh EC20 PAM; 0% = ACh EC20, 100% = ACh EC100. P08912. 360,000 compounds, 0.3% hits;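 active means activation above the run cutoff, the mean activation of all test compounds plus 3 SD, cut at about 18% in these data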
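system = human M5 receptor in CHO-K1 cells | compound = one concentration, 3 µM final (nominal) | schedule = Post-acetylcholine fluorescence recording 140 s | signal = Fluo-8 calcium dye fluorescence, kinetic read | benchmarks = low control EC20 acetylcholine (0%), high control EC100 acetylcholine (100%) | repeats = singlicate, one well per test compound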
CRFR2-BP ag: agonists of human CRF-binding protein/CRF-R2 receptor complex; HEK293 CRF-R2/CRF-BP, calcium dye fluorescence (FLIPR); percent of saturating CRF peptide response; activation, % at 13.2 µM; 350,000 compounds, 0.46% hits; AID 588473;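 active means activation of at least 50%, plus an integration ratio under a set limit after plate pattern correction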;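 further: plate controls were neutral control wells without compound for no effect and CRF at EC100 for full effect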
CHRM4 PAM: positive allosteric modulators of human muscarinic M4 receptor; 360,000 compounds, 0.4% hits; CHO-K1 hM4/Gqi5, Fluo-8 calcium fluorescence, ACh EC20; 0% = ACh EC20, 100% = maximal ACh; activation, % at 3 µM; P08173; AID 624126;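 active means activation above its plate's cutoff, the mean activation of sample wells plus 3 SD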; further: some results filed as inactive read as strong as hits
Target sequence (P08173 whole entry, looked up): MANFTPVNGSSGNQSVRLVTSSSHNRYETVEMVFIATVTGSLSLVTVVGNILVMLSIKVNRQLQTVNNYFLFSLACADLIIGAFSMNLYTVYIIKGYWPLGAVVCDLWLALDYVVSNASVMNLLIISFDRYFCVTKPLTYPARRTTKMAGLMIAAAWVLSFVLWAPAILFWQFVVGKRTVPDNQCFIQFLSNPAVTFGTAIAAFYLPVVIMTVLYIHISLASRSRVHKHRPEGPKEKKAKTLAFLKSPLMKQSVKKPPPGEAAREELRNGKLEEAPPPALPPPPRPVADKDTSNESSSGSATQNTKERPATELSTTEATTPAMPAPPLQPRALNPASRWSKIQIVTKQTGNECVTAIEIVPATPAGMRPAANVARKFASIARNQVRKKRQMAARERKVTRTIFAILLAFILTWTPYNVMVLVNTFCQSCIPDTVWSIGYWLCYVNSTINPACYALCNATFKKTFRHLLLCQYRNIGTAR
CHRM5 antagonist: antagonists of human muscarinic M5 receptor (CHRM5); P08912; CHO-hM5 cells, Fluo-8 calcium fluorescence, ACh EC80; inhibition, % at 3 µM; 360,000 compounds, 0.59% hits; AID 624040;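 active means inhibition above a per-plate cutoff, the mean of that plate's test compounds plus 3 SD, cut at about 27% in these data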;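 further: 0% = acetylcholine EC80 with DMSO and 100% = DMSO without agonist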
TAAR1 ag: human TAAR1 agonism; Q96RJ0; 360,000 compounds, 0.99% hits; activation, % at 3 µM; CHO RD-HGA16 TAAR1, Fluo-8 calcium fluorescence; vehicle wells 0%, saturating PEA agonist 100%;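 active means activation above the mean activation of all test compounds in the run plus 3 SD, cut at about 38% in these data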
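Signal – calcium-sensitive Fluo-8 signal, excitation 470-495, emission 515-575 nm · System – RD-HGA16 (CHO) cells co-expressing Gα16 and hTAAR1 · Incubation – 17-24 h seeding, 75 min 37 °C dye, 30 min RT · Compound dosing – 3 µM single concentration · Repeats – no replicates (n 1)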
* = called active by the depositor; · = no result given; & = joins results of further samples.

SMILES	CHO-K1 Ca PAM	M5 ag	CRFBP-R2 block	TAAR1 antag	M5 PAM	CRFR2-BP ag	CHRM4 PAM	CHRM5 antagonist	TAAR1 ag
CCOC(=O)C1=C(C)Nc2ccccc2N=C1NC(=O)c1cc(C)on1	-8	8	-3	47	-20	-1.7	7	8	12
CC(=O)c1ccc(N2CCN(C(=O)CCC(=O)Nc3ccc4nc(N5CCN(C)CC5)cc(C)c4c3)CC2)cc1	4	-3	12	-1	-2	-1.1	-5	17	7
CC(C)(C)CC(=O)Nc1nnc(SCC(=O)Nc2ccccc2F)s1	6	-1	-30	-13	2	0.4	0	2	15
COc1ccc(CN2CCC(=O)N([C@H](CO)Cc3ccccc3)CC2)cc1OC	5	1	3	-14	9	-1.2	3	6	2
O=C1C(c2ccccc2)=NCCN1C(c1ccc(F)cc1)c1nc2ccccc2[nH]1 (centres undefined)	15	7	·	4	-1	·	-4	9	1
Cc1ccc(Cl)cc1NC(=O)C1CCN(S(C)(=O)=O)CC1	-3	-1	11	11	1	-0.5	-10	3	3
Cn1c(=O)n(CC#N)c2ccccc21	14	0	3	-14	0	-3.3	-8	7	2
CCCCN(C(=O)c1ccc(OC(F)(F)F)cc1)c1c(N)n(CCC)c(=O)[nH]c1=O	5	-1	2	1	4	-0.2	-6	6	9
COCCOC(=O)c1[nH]c2c(c1C)C(=O)CC(c1ccc(N(C)C)cc1)C2 (centres undefined)	6	0	7	7	-6	-1.1	-3	2	5
COc1ccc(-c2[nH]ncc2CN2CCC(N3CCSCC3)CC2)c(F)c1	13	-1	22	9	-7	-0.8	-9	0	9
Cc1nc(SCC(=O)c2cc3ccccc3oc2=O)c(C#N)c(-c2cccs2)c1C(=O)Nc1ccccc1	1	-1	-37	-6	1	0.1	-1	0	4
CCOc1ccccc1/C=N/OCC(=O)NCc1ccc(F)cc1	19	-1	2	-4	-2	-0.6	1	3	4
CN1CCC(OC(=O)c2ccc(Cl)cc2Cl)CC1	16	-9	7	11	-5	-0.5	-4	3	6
CCC1CCc2sc(C(=O)N3CCCN(C)CC3)cc2C1 (centres undefined)	0	-6	-4	-7	-3	2.0	-4	4	4
Cn1c(=O)c(-c2ccccc2)nn2c3ccccc3nc12	12	-1	-2	19	2	0.1	0	-7	2
Cc1ccc(C(=O)N2c3ccccc3N(Cc3ccccc3)C(=O)C2(C)C)cc1	-5	-5	52*	34	-11	5.6	-8	6	6
CC1CCN(C(=O)C2CCN(C(=O)c3ccc(C(C)(C)C)cc3)CC2)CC1	5	-6	4	-13	1	-1.4	-2	6	1
CCOC(=O)C1CCN(c2cc(=O)n(C3CCCCC3)c(=O)[nH]2)CC1	22	-1	-33	6	7	-3.1	7	-5	1
O=C(CSc1nncs1)NC(=O)NCc1ccccc1	2	0	-4	0	-3	-0.7	0	3	10
O=C(Nc1ccccc1C(F)(F)F)c1ccc(F)c(S(=O)(=O)N2CCOCC2)c1	10	2	-3	-12	-9	6.6	-2	-3	8
Cc1ccc(NC(=O)c2ccc(NC(=O)C3CCCCC3C(=O)O)cc2)cc1 (centres undefined)	-2	-4	-9	-5	0	0.7	1	0	0
COc1cccc(NC(=O)C2CCCN(S(=O)(=O)c3cccc4cccnc34)C2)c1 (centres undefined)	12	5	-7	20	-10	-3.5	0	1	5
CCCCn1c(-c2ccncc2)nc2c1c(=O)[nH]c(=O)n2CC(C)C	17	-1	-2	-9	9	-0.7	18	-4	7
COc1cccc(N2C(=O)C(CC(=O)Nc3ccccc3)N(C3CCCCC3)C2=O)c1 (centres undefined)	22	2	18	-10	3	-2.1	2	-9	2
O=C(CC1C(=O)N(Cc2ccccc2)C(=S)N1CCN1CCOCC1)Nc1ccc(F)cc1 (centres undefined)	24	-1	-19	18	0	14	-4	8	16

Following part
SMILES	CHO-K1 Ca PAM	M5 ag	CRFBP-R2 block	TAAR1 antag	M5 PAM	CRFR2-BP ag	CHRM4 PAM	CHRM5 antagonist	TAAR1 ag
Nc1c(N(CCO)C(=O)c2ccccc2OCc2ccccc2Cl)c(=O)[nH]c(=O)n1Cc1ccccc1	4	0	3	-1	-1	0.0	-3	-7	7
COc1cc(Nc2cccc[n+]2C)cc(OC)c1OC	8	-1	5	6	-1	-1.5	2	-2	6
COc1cc2c(c(OC)c1OC)-c1ccc(NCc3ccccc3)c(=O)cc1C(NC(C)=O)CC2 (centres undefined)	0	0	7	-5	-1	9.8	-1	0	2
C=CCOc1ccccc1CN1CCC(C(=O)Nc2cccc(-c3ccn[nH]3)c2)CC1	19	-9	-21	8	-7	3.3	-9	16	4
c1ccc(-c2ncc3c(ccc4ccccc43)n2)cc1	6	0	24	4	-1	-1.0	-5	1	-3
Cc1nc(C)n(CC(O)COc2ccc3c(c2)CCC3)n1 (centres undefined)	9	2	3	-3	5	-0.9	7	8	0
CC1=C(C(=O)OC(C)C)C(c2coc3ccccc3c2=O)C2=C(CCCC2=O)N1 (centres undefined)	14	-7	11	4	-2	-1.7	-2	-2	10
O=C(O)c1ccccc1-c1c2cc(I)c(=O)c(I)c-2oc2c(I)c(O)c(I)cc12	-9&-12	107*	-255	83*	-20&-20	243*	-19&-19	38*	136*
CC(NC(=O)CN1CCc2ccccc21)c1ccccc1 (centres undefined)	2	1	44	-28	-5	-2.2	-8	5	2
CC1CCCN(C(=O)COC(=O)COc2ccc(Cl)cc2)C1 (centres undefined)	28	0	18	-3	13	-1.8	0	2	2
CCOC(=O)c1cc(S(=O)(=O)Nc2cccc(OC)c2)cn1C	0	8	10	-11	1	-1.0	-6	-1	2
COC(=O)c1c(NC(=O)c2ccccc2F)sc2c1C(C(=O)OC)CC2 (centres undefined)	0	1	-18	-9	-3	-1.4	-5	1	0
CC1=C(C(=O)Nc2cccc(C(=O)NC(C)C)c2)SCCO1	3	-3	-4	2	0	2.1	11	1	2
CSc1ccc(/C=C/C(=O)N2CCN(c3ccccn3)CC2)cc1	0	-4	92*	0	-7	-3.0	-7	4	0
CC(C)Oc1ccc(S(=O)(=O)N2CCOCC2)cc1NC(=O)Cc1ccsc1	10	-1	16	-41	-4	0.7	3	17	3
Cc1ccc(-n2c(N)c(C#N)c(-c3ccc(Cl)cc3)c(C#N)c2=O)cc1	9	1	2	-4	-1	-1.7	3	-2	10
CCCNC(=O)c1ccc(Cl)cc1Cl	-1	-1	-8	1	1	-0.5	-1	-9	0
Cc1ccc(S(=O)(=O)N2CCCCC2)cc1NC(=S)NC(=O)c1ccco1	14	7	9	-5	17	3.6	-5	-4	-2
Cc1ccc(S(=O)(=O)NC(C)CCc2ccccc2)cc1 (centres undefined)	23	-13	1	-12	-14	-1.5	1	-4	8
COc1ccc(CCC(=O)OCC(=O)NC2CCCC2)cc1OC	6	3	1	5	-5	-1.4	6	10	2
CCOc1ccccc1NC(=S)N1CCN(c2ccc(OC)cc2)CC1	-5	1	9	3	-3	-1.8	-7	8	0
CCCS(=O)(=O)N1CCCC(C(=O)NCCCN2CCN(c3cccc(Cl)c3)CC2)C1 (centres undefined)	17	-5	-5	-4	-2	-0.7	2	-2	-2
COc1ccc(C(OC(=O)c2cccs2)C(=O)NCC2CCCO2)cc1 (centres undefined)	1	3	7	-2	-10	1.6	8	0	-3
CCOc1ccc2[nH]c(=S)sc2c1	9	-2	·	-12	4	·	3	-9	2
CC(Cc1cccs1)NC(=S)Nc1ccccc1 (centres undefined)	4	-4	11	0	-3	1.0	-5	2	7
COc1cccc(NC(=S)N2CCC(NC(=O)c3ccco3)CC2)c1	5	-2	-25	5	-2	-1.7	-3	1	-2
O=C(COC(=O)c1cccc(-n2cnnn2)c1)c1ccc(Br)cc1	12	1	11	15	-3	2.0	-5	-1	6
Clc1ccccc1/C=C/c1ccnc2ccccc12	25	-7	7	7	-5	4.2	-9	3	15
O=C(CSc1ccccc1F)NC(=O)c1ccc(Cl)cc1	4	-2	-20	5	-2	2.0	3	6	14
COC(=O)[C@H](Cc1ccccc1)NC(=O)[C@@H]1C[C@H]1[C@@H](NC(=O)OCc1ccccc1)c1ccccc1	-10	-1	9	-1	-5	0.5	3	16	8

Laid out differently: results already given
| SMILES | CHO-K1 Ca PAM | M5 ag | CRFBP-R2 block | TAAR1 antag | M5 PAM | CRFR2-BP ag | CHRM4 PAM | CHRM5 antagonist | TAAR1 ag |
| --- | --- | --- | --- | --- | --- | --- | --- | --- | --- |
| COc1cc(Nc2cccc[n+]2C)cc(OC)c1OC | 8 | -1 | 5 | 6 | -1 | -1.5 | 2 | -2 | 6 |
| COc1cc2c(c(OC)c1OC)-c1ccc(NCc3ccccc3)c(=O)cc1C(NC(C)=O)CC2 (centres undefined) | 0 | 0 | 7 | -5 | -1 | 9.8 | -1 | 0 | 2 |
| C=CCOc1ccccc1CN1CCC(C(=O)Nc2cccc(-c3ccn[nH]3)c2)CC1 | 19 | -9 | -21 | 8 | -7 | 3.3 | -9 | 16 | 4 |
| c1ccc(-c2ncc3c(ccc4ccccc43)n2)cc1 | 6 | 0 | 24 | 4 | -1 | -1.0 | -5 | 1 | -3 |
| Cc1nc(C)n(CC(O)COc2ccc3c(c2)CCC3)n1 (centres undefined) | 9 | 2 | 3 | -3 | 5 | -0.9 | 7 | 8 | 0 |
| CC1=C(C(=O)OC(C)C)C(c2coc3ccccc3c2=O)C2=C(CCCC2=O)N1 (centres undefined) | 14 | -7 | 11 | 4 | -2 | -1.7 | -2 | -2 | 10 |
| O=C(O)c1ccccc1-c1c2cc(I)c(=O)c(I)c-2oc2c(I)c(O)c(I)cc12 | -9&-12 | 107* | -255 | 83* | -20&-20 | 243* | -19&-19 | 38* | 136* |
| CC(NC(=O)CN1CCc2ccccc21)c1ccccc1 (centres undefined) | 2 | 1 | 44 | -28 | -5 | -2.2 | -8 | 5 | 2 |
| CC1CCCN(C(=O)COC(=O)COc2ccc(Cl)cc2)C1 (centres undefined) | 28 | 0 | 18 | -3 | 13 | -1.8 | 0 | 2 | 2 |
| CCOC(=O)c1cc(S(=O)(=O)Nc2cccc(OC)c2)cn1C | 0 | 8 | 10 | -11 | 1 | -1.0 | -6 | -1 | 2 |
| COC(=O)c1c(NC(=O)c2ccccc2F)sc2c1C(C(=O)OC)CC2 (centres undefined) | 0 | 1 | -18 | -9 | -3 | -1.4 | -5 | 1 | 0 |
| CC1=C(C(=O)Nc2cccc(C(=O)NC(C)C)c2)SCCO1 | 3 | -3 | -4 | 2 | 0 | 2.1 | 11 | 1 | 2 |
| CSc1ccc(/C=C/C(=O)N2CCN(c3ccccn3)CC2)cc1 | 0 | -4 | 92* | 0 | -7 | -3.0 | -7 | 4 | 0 |

Screening data (PubChem BioAssay)
